Source: PubChem BioAssay (National Center for Advancing Translational Sciences (NCATS))
Nrf2 activator = qHTS of Nrf2 Activators | AREc32 ARE-luciferase reporter (MCF7-derived line), luminescence, 24 h | Potency, µM (series often up to 46.1 µM), without a hit: at the highest dose activation, usual class: activators | 0.31% of 410,000 active | AID 624171, 2012; note: potency is the fitted concentration of half-maximal effect; % of control where 0% means no effect; nearly all actives have a fitted effect of over 65% in size
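Each well held 1000 AREc32 cells, which were incubated with compound for 24 hr at 37 deg C after overnight attachment, and ARE reporter activity was quantified by firefly luciferase luminescence.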
HepG2 tox = qHTS for Inhibitors of TGF-b: Cytotox Counterscreen; HepG2 CAGA-GFP viability, ATP luminescence, 18 h; Potency, µM (doses to about 46.1 µM), inactives show at the highest dose activity change, negative = cytotoxicity, most hits filed as cytotoxic; 0.76% of 410,000 active; note: potency is the fitted concentration of half-maximal effect; some results filed as inactive show a strong effect at the top dose
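CellTiter-Glo luminescence gave cytotoxicity after 18 hours at 37 degrees C. The cells were HepG2 CAGA-GFP in 1% FBS DMEM, stimulated with 500 pg/mL TGF-beta after compound addition. %Activity was normalised to no-cell wells (complete cell-killing) and DMSO (no toxicity), and curves were fitted and classified.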
S2 tox = Viability Counterscreen for Primary qHTS for Inhibitors of ATXN expression. S2 cells (HEK-293 line with an ATXN2-luciferase reporter) viability, CellTiter-Fluor protease fluorescence, 24 h. Potency, µM (doses to about 56.7 µM), usual class: cytotoxic. 0.49% of 400,000 active. AID 651635, 2014; note: potency is the fitted concentration of half-maximal effect; nearly all actives have a fitted effect of over 40% in size
TGFb inhibitor = qHTS for Inhibitors of TGF-b; AID 588855, 2011; Potency, µM (top dose mostly 46.1 µM), without a hit: top-dose activity, negative = inhibition, hits mostly inhibitors; HepG2 CAGA-GFP TGF-b/SMAD3 reporter, GFP fluorescence, 18 h; TGF-beta stimulated, 500 pg/mL final; 1.2% of 410,000 active; note: potency is the fitted concentration of half-maximal effect; % is set by controls: 0 for no effect and ±100 for the full control effect; nearly all actives have a fitted effect of over 65% in size
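Smad-responsive CAGA-GFP expression was quantified in HEPG2 cells exposed to compounds and 500 pg/mL final TGF-beta for 18 h at 37 degrees C; unstimulated wells defined full inhibition.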
CCT chaperon mod = High-Throughput Screening for Modulators of Cytosolic Chaperonin Activity. 0.3% of 360,000 active. activity change, % (test concentration not listed), hits read low. purified chaperonin ATPase assay, HTRF ADP detection, 30 min; in the data active = activity change below about -30%; note: % is set by controls: 0 for no effect and ±100 for the full control effect
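We incubate TRiC, 40 or 20 nM final, with library compounds at 76 uM and 10 uM ATP for 30 min at 37 °C. ADP formed is detected with Transcreener HTRF reagents after 30 min at room temperature.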
Nrf2 block = Nrf2 qHTS screen for inhibitors; A549 ARE-Fluc reporter, luciferase luminescence, 18-24 h; Potency, µM (titrated, usually from 46 µM), without a hit: top-dose activity change, negative = inhibition, actives largely listed as inhibitors; 2.1% of 360,000 active; note: potency is the fitted concentration of half-maximal effect; % is set by controls: 0 for no effect and ±100 for the full control effect; nearly all actives have a fitted effect of over 60% in size
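In this cell-based qHTS, ARE-driven firefly luciferase in A549 cells reports Nrf2 activity; the luminescent signal after BugLite lysis is the measured value, with a prior CellTiter-Fluor read for cell health.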
A549 tox = Nrf2 qHTS screen for inhibitors: counterscreen for cytotoxicity | AID 504648, 2011 | 0.16% of 390,000 active | Potency, µM (series often up to 46 µM), without a hit: at the highest dose activity change, negative = cytotoxicity, most hits filed as inhibitors | A549 ARE-Fluc cells, CellTiter-Fluor viability, 18-24 h; note: potency is the fitted concentration of half-maximal effect; % is set by controls: 0 for no effect and ±100 for the full control effect
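A549 ARE-Fluc cells in 5% FBS OPTI-MEM, 5000 cells/well, rested 2 h then exposed to compounds in concentration-response for 18-24 h at 37 °C. Viability by CellTiter-Fluor fluorescence (Ex 405/Em 525) after 30 min; luciferase luminescence (BugLite, 15 min, RT) read afterwards.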
pAkt inh = HTS Assay for Inhibitors of Akt Phophorylation: Primary Screen | AID 651550, 2012 | Neuro2A IGF-stimulated pAkt S473 HTRF, 20 min; active compounds read low | 0.32% of 360,000 active | activity change, % for hits at 50 µM; in the data active = activity change below about -80%; inconclusive = mostly about -51% to -80%; note: % is set by controls: 0 for no effect and ±100 for the full control effect
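Neuro2A cells in DMEM with 0.5% FBS, overnight at 37 deg C, given compound at single 50 µM final, then IGF (6 nM final) for 20 min at 37 deg C. Lysed; phospho-Akt Ser473 by HTRF after 24 h, 665/615 ratio.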
MmCpn inh = Inhibitors of TCP-1 ring complex (TRiC) of Methanococcus maripaludis (MmCpn): qHTS | Chaperonin Mm-Cpn (Methanococcus maripaludis) | purified Mm-Cpn ATPase, ADP Transcreener TR-FRET | Potency, µM (titrated, usually from 76.9 µM), for the others: at the top dose activity, negative = inhibition, usual class: inhibitors | 0.031% of 330,000 active; note: potency is the fitted concentration of half-maximal effect; % is set by controls: 0 for no effect and ±100 for the full control effect; nearly all actives have a fitted effect of over 80% in size
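Purified archaeal Mm-CPN (25nM final) preincubated 10 min at 37degC with compound, then 10uM ATP for 30 min at 37degC; ADP measured by HTRF Transcreener TR-FRET; buffer 30 mM TRIS pH 7.4, 100mM KCl, 5mM MgCl2, 1mM DTT.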
* hit, by the source's call; i = inactive; u = inconclusive; x = not tested or not shown; & = joins results of further samples; [ ] = remark or other dose. Unless noted, calls come from the whole dose curve; as a rule, active = well fitted curve in the direction sought with a large enough effect; inconclusive = small, poorly fitted or top-dose-only effect, or another doubt; inactive = no such curve, though single readings can be large; an effect the other way counts as inactive or inconclusive.

molecule	Nrf2 activator	HepG2 tox	S2 tox	TGFb inhibitor	CCT chaperon mod	Nrf2 block	A549 tox	pAkt inh	MmCpn inh
CN(Cc1ccco1)c1ncnc2ccc(-c3ccc4c(ccn4C)c3)cc12	4.7%	-25%	i	u	x	11%	1%	x	-26%&-14%
Cc1[nH]c(=O)[nH]c(=O)c1CSCC(=O)OCC(=O)Nc1ccccn1	0.3%	-29%	i	6%	1.0	-5%	-8%	i	-1%
CCCCCOC(=O)Nc1nnc(CCCCC)s1	0.1%	5%	i	17%	-1.8	18%	-3%	i	1%
Cc1ccc(S(=O)(=O)Cn2nnnc2C(C)N2CCN(C(=O)c3ccco3)CC2)cc1 (stereo not drawn)	0.0%	0%	i	-2%	-1.2	-12%	3%	i	-1%
CCCOP(=O)(c1ccc(N(C)C)cc1)C(O)c1ccc(N(C)C)cc1 (stereo not drawn)	-0.3%	-6%	i	-4%	0.6	19%	-2%	i	0%
O=C(C1CC(=O)N(c2ccccc2)C1)N1CCC(c2nc3ccccc3[nH]2)CC1 (stereo not drawn)	-0.1%	-1%	i	-1%	1.2	1%	2%	i	0%
O=C(Cc1ccccc1)NC(=S)Nc1ccc2oc(-c3ccccc3F)nc2c1	4.1%	-4%	i	u	1.3	x	4%	i	-26%
COc1ccc2[nH]c(C(=O)N3CCN(Cc4ccccc4)CC3)cc2c1OC	0.8%	-11%	i	-9%	-1.3	u	2%	i	-1%
COCc1nnc(NC(=O)CC(C)C)s1	0.2%	-1%	i	18%	0.3	17%	0%	i	1%
NC(=O)C(CC(=O)O)NC(=O)[C@@H]1CCOc2c(I)cc([N+](=O)[O-])cc2C(=O)N[C@@H](CO)C(=O)N[C@@H](Cc2ccc(O)cc2)C(=O)N1 (stereo partly drawn)	0.7%	-1%	i	2%	-2.3	2%	-14%	i	1%
O=C(NCc1ccccc1)C(c1ccco1)N(C(=O)c1cnccn1)c1ccc(F)cc1 (stereo not drawn)	-0.1%	-7%	i	0%	1.6	1%	-1%	i	-2%
CCC(=O)Nc1cccc(-c2nc3ccccc3o2)c1	2.8%	-45%	i	-4%	0.3	-12%	-2%	i	0%
COc1cc(C2/C(=C(/O)c3ccc(F)cc3)C(=O)C(=O)N2CCCC(=O)O)ccc1O (stereo not drawn)	-0.6%	3%	i	-22%	-2.9	16%	-12%	i	1%
O=C(c1ccc([N+](=O)[O-])cc1)N(c1ccccn1)c1ccccn1	0.4%	-30%	i	-17%	1.1	-2%	5%	i	-9%
COc1ccc2c(c1)CC(N1CCN(C)CC1)c1cc(OC)ccc1S2 (stereo not drawn)	6.9%	16µM*	u	u	0.0	u	-1%	i	x
CCS(=O)(=O)C1=NN2C(=N)/C(=C\c3ccc(SCc4ccco4)o3)C(=O)N=C2S1	u	11%	u	14%	-0.1	12%	u	i	1%
CN(C)Cc1csc(NC(=O)Nc2ccccc2C(C)(C)C)n1	-0.9%	-32%	i	-3%	-2.2	x	x	i	x
CN(Cc1ccccc1F)C(=O)CNC(=O)Cc1cccc2ccccc12	0.0%	-1%	i	12%	-1.8	-3%	-3%	i	1%
Cc1cccc(N2CCN(CCCNC(=O)c3nnc(Cc4c(F)cccc4Cl)o3)CC2C)c1 (stereo not drawn)	5.3%	-32%	i	-6%	x	-28%	-8%	x	x
Cc1ccccc1CSc1nc2n(n1)C(c1cccs1)C1=C(CCCC1=O)N2 (stereo not drawn)	2.4%	-3%	i	u	-0.9	u	-28%	i	-17%
CCC1=Nc2cc(C(=O)NCCCOC(C)C)ccc2Sc2ccc(C)cc21	0.1%	-20%	u	u	x	x	-15%	x	x
CCOCCCNC(=O)c1cn(C)c2ccc(S(=O)(=O)N3CCCCC3)cc2c1=O	-0.7%	-26%	i	-6%	1.2	u	1%	i	-6%
CCCN1CCN(CCCNC(=O)c2ccc3nc(N4CCC(C)CC4)sc3c2)CC1	0.2%	-21%	i	4%	-1.9	u	-11%	i	-5%
N#C/C(=C/c1cn(-c2ccccc2)nc1-c1cccc(S(=O)(=O)N2CCOCC2)c1)C(=O)NCc1ccco1	0.2%	0%	i	0%	-5.3	8%	-4%	i	0%
CCc1c(O)c(-c2ccccc2)c(=O)n(-c2ccccn2)c1-c1ccccc1	-0.4%	4%	i	6%	0.1	-2%	-11%	i	-1%
O=C(CCCCCN1C(=O)c2ccccc2C1=O)Nc1ccc(F)cc1	0.3%	-20%	i	-1%	-1.0	-18%	-6%	i	-5%
NC(=O)C1=C[C@@H](c2csc3ccccc23)C[C@@H](OCc2ccc(CO)cc2)O1	u	-17%	i	u	0.5	u	-20%	i	-1%
CN1CCN(C(=O)c2cc(COc3ccc(F)cc3Cl)on2)CC1c1ccccc1 (stereo not drawn)	4.5%	-2%	i	u	-0.5	13µM*	u	i	0%
COc1ccc(C2=NN(CC(=O)NCCc3ccc(OC)c(OC)c3)C(=O)CC2)cc1	-0.6%	-48%	x	-24%	x	x	5%	x	x
Cc1ccc(C)c(-n2cc(CNC(C)Cn3cncn3)c(-c3ccccc3)n2)c1 (stereo not drawn)	0.5%	18%	u	3%	-0.8	2%	-9%	i	-1%
Cc1cccc(OCCC(=O)Nc2ccc(N3CCOCC3)cc2N2CCOCC2)c1	-0.8%	-8%	i	-14%	-1.1	13%	11%	i	0%
COC(=O)CN1C(=O)N/C(=C/c2cc(Cl)c(OC)c(OC)c2)C1=O	0.3%	4%	x	2%	-5.5	0%	-5%	i	-1%
O=C(O)c1ccccc1C(=O)N1CCN(S(=O)(=O)c2cccc(C(F)(F)F)c2)CC1	-0.4%	14%	i	13%	2.9	-12%	-5%	i	3%
Cc1ncc([N+](=O)[O-])n1CCOC(=O)c1ccccc1	-0.2%	-2%	i	-8%	-3.8	15%	4%	i	2%
O=C(Nc1nc(-c2ccccn2)cs1)C1COc2ccccc2O1 (stereo not drawn)	8.9%	-14%	u	-31%	-0.5	u	-16%	i	0%
O=C(NCc1ccccn1)c1cc(-c2ccccc2)on1	7.6%	-15%	i	-4%	1.5	10%	3%	i	1%
COc1ccc(-c2noc(CCC(=O)N3CCC(C)CC3)n2)cc1	0.5%	-38%	i	u	-2.6	u	-9%	i	-1%
CC(=O)Nc1nonc1-c1nnc(SCC(=O)Nc2ccc(C)cc2)n1-c1ccccc1	0.4%	-6%	u	10%	x	4%	-1%	x	x
O=C(CSc1nc2ccccc2c(=O)n1CCCN1CCOCC1)Nc1cccc(S(=O)(=O)N2CCCCCC2)c1	2.3%	2%	u	0%	-3.5	23µM*	u	i	-1%
CCNC(=O)CC1C(=O)N(c2ccc(F)cc2)C(=O)N1CCc1sccc1C (stereo not drawn)	-0.8%	0%	i	9%	-2.8	-8%	3%	i	-5%
O=C(NC(=S)N1CCN(C2CCCCC2)CC1)c1ccccc1	2.3%	3%	i	0%	-22	-16%	-4%	i	1%
Clc1ccc2oc(-c3ccccn3)nc2c1	11%	-55%	i	-5%	0.3	u	-2%	i	-13%
CCCN(C(=O)c1coc(=O)c2ccccc12)c1ccccc1C	0.0%	-9%	i	-21%	x	3%[9.27 µM]	-15%	x	x
CCCCNC(=O)C1c2ccccc2OCC(=O)N1Cc1ccco1 (stereo not drawn)	-0.6%	x	i	x	-1.3	x	x	i	x
COc1ccc(NC(=O)c2ccc([N+](=O)[O-])o2)cc1	u	-68%	i	11µM*	1.9	28%	-8%	i	1%
CCN(CC)S(=O)(=O)c1ccc(C(=O)OCn2c(SC)nnc(C)c2=O)cc1	0.2%	0%	i	u	0.0	17%	0%	i	-1%
CC(C)c1ccc(-c2nnn(Cc3nc4ccccc4s3)n2)cc1	-0.3%	-16%	i	0%	-1.0	u	x	i	-3%
O=C(NNC(=O)c1ccc2ccccc2c1)c1ccc(Cl)c(Cl)c1	-0.4%	4%	i	-3%	-1.9	1%	-7%	i	x
COCCOC(=O)c1c(C)oc2cc(Br)c(OCC(N)=O)cc12	-0.7%	3%	i	-1%	-2.4	-18%	5%	i	0%
O=C(C=Cc1ccc2c(c1)OCO2)c1ccccc1	u	-19%	i	u	-1.1	u	2%	i	x
Cc1ccc(OCC(=O)N2CCN(S(=O)(=O)c3ccc(Cl)cc3)CC2)c([N+](=O)[O-])n1	-0.5%	-2%	i	0%	0.3	10%	1%	i	1%

Already shown: entries from further up.
molecule	Nrf2 activator	HepG2 tox	S2 tox	TGFb inhibitor	CCT chaperon mod	Nrf2 block	A549 tox	pAkt inh	MmCpn inh
O=C(C=Cc1ccc2c(c1)OCO2)c1ccccc1	u	-19%	i	u	-1.1	u	2%	i	x
Cc1ccc(OCC(=O)N2CCN(S(=O)(=O)c3ccc(Cl)cc3)CC2)c([N+](=O)[O-])n1	-0.5%	-2%	i	0%	0.3	10%	1%	i	1%
